# HP1b binding inh = inhibitors of HP1-beta chromodomain binding to methylated histone tails; P83916; AlphaScreen HP1-beta / biotin-H3K9me3 peptide binding; Potency, µM (titrated, usually from 114 µM), inactives show at the highest dose activity change, negative = inhibition, actives largely listed as inhibitors; hit rate 0.56% among 390,000; further: potency means the concentration at half of the fitted maximal effect; nearly all actives have a fitted effect of over 70% in size; inactives centre near 23
# Target sequence (P83916 whole entry, looked up): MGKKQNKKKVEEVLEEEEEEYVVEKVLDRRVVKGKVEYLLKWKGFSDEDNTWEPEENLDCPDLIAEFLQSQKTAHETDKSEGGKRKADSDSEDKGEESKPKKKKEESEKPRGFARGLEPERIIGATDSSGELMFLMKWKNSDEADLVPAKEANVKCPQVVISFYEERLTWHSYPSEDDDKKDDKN
#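 Compound inhibition of the preformed complex between 50 nM HP1-beta and 50 nM biotinylated H3K9me3 peptide was read by AlphaScreen. Buffer was PBS pH 7.4 with 0.01% Tween-20. Incubations ran 30 min at room temperature, with 10 ug/mL donor/acceptor beads.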
# Tb PGK inh = T. brucei PGK inhibition. P07378. PGK/GAPDH coupled, Kinase-Glo luminescence, 60 min. Potency, µM (highest dose often 57.5 µM), inactives show at the top dose activity change, negative = inhibition, usual class: inhibitors. hit rate 0.043% among 380,000; further: potency means the concentration at half of the fitted maximal effect; on the % scale 0 is the no-effect control and ±100 the full control effect; nearly all actives have a fitted effect of over 60% in size
#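 Luminescent ATP detection (Kinase-Glo Plus) follows a 60-minute room-temperature incubation, with wells lacking PGK as controls. Buffer: 100 mM TEA (pH 7.6), 5 mM MgCl2, 0.01% Tween-20. Coupling enzyme GAPDH (100 nM final) supplies unstable 1,3-BPG in-well.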
# ERG Ets-DNA blk = ERG Ets/DNA interaction inhibition; fluorescence polarization, His-ERG Ets domain / labelled DNA; P11308; hit rate 0.028% among 370,000; Potency, µM (titrated, usually from 76.9 µM), for inactives: at the highest dose FP activity, negative = inhibition, actives largely listed as inhibitors; active means well fitted inhibition curve with a large enough effect in the polarisation, with a control signal flat; inconclusive means small, poorly fitted or top-dose-only effect, or effect the other way, or a change in a side signal; inactive means no such curve, though single readings can be large or run the other way; the % refers to the polarisation;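 further: polarization taken with two DNA probes labelled with fluorescein and Texas red; potency means the concentration at half of the fitted maximal effect; % of control where 0% means no effect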
#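 His-tagged ERG Ets domain (1 uM in the protein solution; 300mM KCl, 50mM Tris-HCl, 1mM EDTA, 1mM DTT, pH 7.5) received compound, then a probe mix of 5 nM fluorescein-DNA and 100nM Texas-615-DNA. Fluorescence polarization was read for both dyes.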
# JMJD2A Tudor = blocks the human JMJD2A Tudor domain | AID 504339 | Potency, µM (top dose mostly 114 µM), without a hit: top-dose activity change, negative = inhibition, usual class: inhibitors | O75164 | hit rate 4.4% among 390,000 | AlphaScreen JMJD2A-Tudor / H3K4me3 peptide binding; further: potency means the concentration at half of the fitted maximal effect; on the % scale 0 is the no-effect control and ±100 the full control effect; nearly all actives have a fitted effect of over 50% in size
# G9a inh = blocks human histone lysine methyltransferase G9a. hit rate 8.8% among 350,000. Potency, µM (series often up to 102 µM), for the others: at the top dose activity, negative = inhibition, hits mostly inhibitors. G9a H3K9 monomethylation, AlphaScreen, 2 h. Q96KQ7; further: potency means the concentration at half of the fitted maximal effect; on the % scale 0 is the no-effect control and ±100 the full control effect; nearly all actives have a fitted effect of over 75% in size
#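 AlphaScreen detection with an anti-monomethyl H3K9 antibody quantified product after a 2 h room-temperature reaction containing 500 nM biotinylated H3K9 peptide, 20 µM SAM and 20 nM enzyme, which had been preincubated 15 min with compound.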
# PI4K2A block = PI4K2A (human) kinase inhibition | Q9BTU6 | purified PI4K2A, ADP-Glo luminescence, 1 h; active compounds read low | activity change, negative = inhibition, % at 76.9 µM | hit rate 0.13% among 420,000 | AID 1346378; in the data active means activity change below about -50%; inconclusive means mostly about -30% to -49%;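 further: -100% = wells without enzyme as full effect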
#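 ADP-Glo luminescence measured ADP generated by PI4K2A enzyme (4 ug/mL before mixing) with 1.2 mM PI substrate (pre-mix) and 300 microM ATP (pre-mix). Tris pH7.5 buffer with MgCl2, Triton X-100; 1 h reaction at ambient temperature.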
# BAZ2B block = inhibitors of human BAZ2B bromodomain; hit rate 4.4% among 360,000; AID 504333; Q9UIF8; Potency, µM (highest dose often 114 µM), for the others: top-dose activity change, negative = inhibition, most hits filed as inhibitors; AlphaScreen BAZ2B-H3K14Ac peptide displacement; further: potency means the concentration at half of the fitted maximal effect; on the % scale 0 is the no-effect control and ±100 the full control effect; nearly all actives have a fitted effect of over 60% in size
#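 Protein-peptide AlphaScreen: BAZ2B 50 nM, b-H3K14Ac 50 nM, 1x PBS pH 7.4 + 0.01% Tween-20. Preincubation 30 min RT; cpd 30 min RT (top 110 uM); beads 20 min RT, light-protected.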
# Pin1 inh = blocks the human prolyl isomerase Pin1. Pin1 FP peptide displacement, HiFluor488, 10 min. hit rate 0.009% among 390,000. AID 504891. Potency, µM (series often up to 115 µM), for inactives: top-dose activity, negative = inhibition, usual class: inhibitors. Q13526; active means well fitted inhibition curve with a large enough effect in the polarisation, with a control signal flat, not every such curve was filed as active; inconclusive means small, poorly fitted or top-dose-only effect, or effect the other way, or a change in a side signal; inactive means no such curve, though single readings can be large or run the other way; the % refers to the polarisation; further: potency means the concentration at half of the fitted maximal effect; on the % scale 0 is the no-effect control and ±100 the full control effect
# Target sequence (Q13526 whole entry, looked up): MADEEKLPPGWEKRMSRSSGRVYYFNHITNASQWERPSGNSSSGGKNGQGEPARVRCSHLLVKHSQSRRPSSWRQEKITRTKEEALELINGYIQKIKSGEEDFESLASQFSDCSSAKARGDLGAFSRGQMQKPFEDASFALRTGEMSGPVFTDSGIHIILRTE
# GLS inh = glutaminase GLS (human) inhibition; Potency, µM (top dose mostly 45.5 µM), without a hit: at the highest dose activity change, negative = inhibition, usual class: inhibitors; O94925; hit rate 0.21% among 410,000; GLS enzymatic activity, qHTS titration; further: potency means the concentration at half of the fitted maximal effect; on the % scale 0 is the no-effect control and ±100 the full control effect
# Target sequence (O94925 whole entry, looked up): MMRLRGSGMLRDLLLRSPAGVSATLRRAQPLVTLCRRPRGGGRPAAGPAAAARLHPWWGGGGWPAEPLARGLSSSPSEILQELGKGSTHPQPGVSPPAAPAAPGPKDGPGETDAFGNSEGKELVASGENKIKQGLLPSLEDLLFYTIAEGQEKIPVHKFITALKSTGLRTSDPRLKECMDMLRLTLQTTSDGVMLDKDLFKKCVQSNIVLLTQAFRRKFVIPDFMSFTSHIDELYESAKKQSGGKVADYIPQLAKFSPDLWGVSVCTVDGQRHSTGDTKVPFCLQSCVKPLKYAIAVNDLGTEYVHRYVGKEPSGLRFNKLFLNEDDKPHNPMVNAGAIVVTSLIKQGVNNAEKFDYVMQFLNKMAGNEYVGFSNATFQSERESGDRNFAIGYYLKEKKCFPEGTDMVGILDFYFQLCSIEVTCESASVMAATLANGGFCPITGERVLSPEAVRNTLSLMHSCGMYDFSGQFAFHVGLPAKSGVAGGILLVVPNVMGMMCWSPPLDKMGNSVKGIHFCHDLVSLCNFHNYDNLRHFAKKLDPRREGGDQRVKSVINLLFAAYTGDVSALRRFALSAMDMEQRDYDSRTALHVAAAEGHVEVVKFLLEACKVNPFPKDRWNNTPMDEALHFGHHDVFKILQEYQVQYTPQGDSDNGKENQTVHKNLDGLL
#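 Human kidney-isoform GLS in 45 mM KH2PO4 pH 8.2, 0.02% Tween-20, with compound, started with 1mM L-Glutamine (added stock). Glutamate oxidase/HRP/Amplex red coupled fluorescence read at start and after 30 min at RT.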
# The depositor's hits bear a star; i = inactive; ? = inconclusive; / = no result given; [ ] = remark or other dose. Unless noted, the call rests on the fitted dose curve; in most records, active means well fitted curve in the direction sought with a large enough effect; inconclusive means small, poorly fitted or top-dose-only effect, or another doubt; inactive means no such curve, though single readings can be large; an effect the other way counts as inactive or inconclusive.
SMILES,HP1b binding inh,Tb PGK inh,ERG Ets-DNA blk,JMJD2A Tudor,G9a inh,PI4K2A block,BAZ2B block,Pin1 inh,GLS inh
COc1ccc([N+](=O)[O-])cc1NC(=O)CC(c1ccccc1)c1ccccc1,25%,-3%,0%,-11%,4%[59 µM],-5,6%,9%,-10%
C=CCNC(=O)/C(=C/c1cccc([N+](=O)[O-])c1)NC(=O)c1ccccc1,18%,-11%,-5%,-5%,-2%,1,0%,-5%,1%
Cc1cccc(N2CCN(C(=O)c3cccc(-n4c(C)nc5cccnc54)c3)CC2)c1C,24%,i,6%,-1%,-33%[59 µM],1,-24%,0%,-3%
CC1=C/C(=C(/c2ccc(O)c(C)c2)c2ccccc2S(=O)(=O)O)C=CC1=O,?,-10%,22%,-20%,-15%[12.7 µM],-2,50µM*,32%[activator],26%
O=c1c(CN2CCN(c3cccc(Cl)c3)CC2)coc2c(Cl)cc(Cl)cc12,53%[activator],-7%,-13%,-14%,?,-1,0%,-14%,1%
CN(C(=O)c1cccc(NC(=O)Cc2ccc(NC(=O)C3CCCN(C(=O)CCc4ccccc4)C3)cc2)c1)C1CC1 (stereo unspecified),7%,-1%,-5%,-17%,/,3,/,6%,0%
COCCNc1cc(C)nc2ccccc12,10%,-6%,5%,-6%,33%[0.501 µM],-4,-32%,0%,3%
CC(=O)Nc1ccc(SCC(=O)c2cc(C)n(-c3ccccc3)c2C)cc1,4%,i,-1%,-23%,?,1,45µM*,-5%,-1%
COc1cc(C(=O)n2nc(-c3ccco3)nc2NCc2ccc(Cl)cc2)cc(OC)c1OC,54%[activator],4%,-2%,-11%,-31%[59 µM],5,-26%,8%,-5%
COc1cc(CNCc2ccccn2)ccc1OCc1c(Cl)cccc1Cl,20%,-4%,4%,?,-37%,3,89µM*,0%,-3%
CC(C)NS(=O)(=O)c1ccc2nc(NC(=O)c3cncc(Br)c3)sc2c1,17%[57 µM],0%,-1%,-29%,?,-3,0%,2%,1%
COC(=O)C1=C(C(=O)c2ccc(C)cc2)C(c2ccc(O)c(OC)c2)n2nnnc2N1 (stereo unspecified),22%,-1%,0%,-7%,0%,1,0%,-4%,8%
Cc1ccc(CNC(=O)c2sc3nc4c(c(C(F)(F)F)c3c2N)CCC4)cc1,61%[activator],-9%,2%,16%,-1%,4,10%,?,6%
Cc1ccc(C(=O)NCCc2csc(-c3cccnc3)n2)cc1,26%,-3%,-8%,-9%,9%[59 µM],-7,11%,-1%,-3%
CCCN(CC(=O)Nc1ccc(C(N)=O)cc1)CC(=O)Nc1ccc(F)c(F)c1F,33%,/,0%,-3%,1%,1,-7%,0%,-3%
COc1ccc(CN(C)C(=O)c2cnc(OC)cc2C(F)(F)F)c(OC)c1,42%[activator],4%,0%,-12%,11%,3,0%,-3%,18%
Cc1cc(Br)ccc1NC(=O)CN(C)C(=O)C1=COCCO1,49%[activator],-6%,-4%,1%,/,-4,/,1%,-3%
COc1ccc(C(=O)Nc2ccccc2C(=O)NC(C(=O)NCc2ccco2)C(C)C)cc1 (stereo unspecified),20%,5%,-1%,-18%,-11%[2.33 µM],8,10%,-2%,-8%
OCCOc1ccc(CN2CCCC(N3CCN(c4ccc(F)cc4)CC3)C2)cc1 (stereo unspecified),12%,-2%,1%,-35%,26%,-5,-37%,1%,26%
CCOC(=O)c1[nH]c2ccc(OC)cc2c1NS(=O)(=O)c1ccc(Cl)s1,16%,5%,2%,-5%,-25%,-10,-4%,5%,7.1µM*

# Marked active in GLS inh, among the entries above:
SMILES,HP1b binding inh,Tb PGK inh,ERG Ets-DNA blk,JMJD2A Tudor,G9a inh,PI4K2A block,BAZ2B block,Pin1 inh,GLS inh
CCOC(=O)c1[nH]c2ccc(OC)cc2c1NS(=O)(=O)c1ccc(Cl)s1,16%,5%,2%,-5%,-25%,-10,-4%,5%,7.1µM*

# Carrying on:
SMILES,HP1b binding inh,Tb PGK inh,ERG Ets-DNA blk,JMJD2A Tudor,G9a inh,PI4K2A block,BAZ2B block,Pin1 inh,GLS inh
C=CCSc1nnc(-c2ccc([N+](=O)[O-])cc2)o1,3%,-5%,5%,-26%,?,6,-34%,1%,1%
C/C(CC(=O)Nc1ccc2c(c1)OCO2)=N\NC(=O)c1ccc(N)cc1,38%,-10%,0%,-17%,4%,5,-15%,-6%,15%
Cc1cc(-c2nnc3n2N=C(C(C)(C)C)CS3)n[nH]1,64%[activator],i,-9%,2%[11.4 µM],-2%[59 µM],-9,1%,-3%,-13%
COc1ccc(CCNC(=O)c2cc(-c3ccncc3)nc3c(Cl)cccc23)cc1OC,27%,-2%,-2%,-14%,26%[59 µM],0,-12%,11%,-15%
O=C(NCc1ccccn1)Nc1ccc(F)cc1F,23%,-5%,3%,-10%,10%[2.33 µM],3,-2%,-1%,2%
Cc1ccc(C)c(S(=O)(=O)n2cnc3ccccc32)c1,20%,-1%,-4%,-2%,?,9,-16%,4%,2%
O=C(/C=C/c1ccco1)N1CCN(C/C=C/c2ccccc2)CC1,?,-11%,0%,?,?,0,?,-2%,6%
O=S(=O)(O)c1nc2ccccc2[nH]1,22%,2%,-4%,-4%,/,-3,-5%,-6%,4%
Cc1ccc(NC(=O)CCCN2C(=O)NC(C)(C)C2=O)cc1,23%,-9%,-3%,-4%,-12%[12.7 µM],-3,7%,-5%,7%
O=C(NCc1nc(-c2ccc(C(F)(F)F)cc2)no1)Nc1ccc(OC(F)(F)F)cc1,64%[activator],0%,20%,-3%,/,-6,6%,-3%,12%
O=C(O)c1ccc(-c2nnc(-c3ccc([N+](=O)[O-])cc3)o2)cc1,32%,-10%,-7%,0%,4%,-4,-1%,3%,13%
CC(C)(C)[C@H]1COC(=O)[C@@H](Cc2ccc(F)cc2)C/C=C\C[C@@H](CC(=O)N[C@H](CO)Cc2ccccc2)C(=O)N1,30%,-10%,-3%,-26%,/,-1,/,1%,-3%
CCOC(=O)CC1C(=O)NCCN1c1nc2c(C)cccn2c(=O)c1/C=C1\SC(=S)N(C(C)CC)C1=O (stereo unspecified),-16%,1%,67%[activator],-31%,?,0,?,?,6%
CC(C)N1C[C@@]23C=C[C@@H](O2)C(C(=O)OCc2ccccc2)[C@H]3C1=O (stereo partly specified),20%,-6%,8%,-15%,14%,7,10%,-6%,8%
Cc1ccsc1C(=O)Nc1cccc(S(=O)(=O)N(C)C)c1,10%,-2%,-2%,-9%,7%[59 µM],-2,2%,0%,0%
CCCN1C2CCCC1CC(NC(=O)c1ccccc1Br)C2 (stereo unspecified),15%,0%,-13%,-11%,?,-7,5%,0%,-8%
COCCN(C(=O)CCC(=O)Nc1cc(C)on1)C(C(=O)NC1CCCC1)c1ccccc1C (stereo unspecified),36%,i,-6%,-8%,4%,-5,-2%,-5%,-2%
COc1ccc(CN2C(=O)NC3(CCCc4ccccc43)C2=O)cc1F (stereo unspecified),7%,?,-10%,-8%,0%,2,-9%,8%,-7%
COc1ccc(C(=O)NCCn2ccc3ccccc32)cc1OC,29%,6%,5%,-12%,-32%,1,9%,-2%,2%

# Part of the list above, reformatted.
SMILES	HP1b binding inh	Tb PGK inh	ERG Ets-DNA blk	JMJD2A Tudor	G9a inh	PI4K2A block	BAZ2B block	Pin1 inh	GLS inh
O=C(/C=C/c1ccco1)N1CCN(C/C=C/c2ccccc2)CC1	?	-11%	0%	?	?	0	?	-2%	6%
O=S(=O)(O)c1nc2ccccc2[nH]1	22%	2%	-4%	-4%	/	-3	-5%	-6%	4%
Cc1ccc(NC(=O)CCCN2C(=O)NC(C)(C)C2=O)cc1	23%	-9%	-3%	-4%	-12%[12.7 µM]	-3	7%	-5%	7%
O=C(NCc1nc(-c2ccc(C(F)(F)F)cc2)no1)Nc1ccc(OC(F)(F)F)cc1	64%[activator]	0%	20%	-3%	/	-6	6%	-3%	12%
O=C(O)c1ccc(-c2nnc(-c3ccc([N+](=O)[O-])cc3)o2)cc1	32%	-10%	-7%	0%	4%	-4	-1%	3%	13%
CC(C)(C)[C@H]1COC(=O)[C@@H](Cc2ccc(F)cc2)C/C=C\C[C@@H](CC(=O)N[C@H](CO)Cc2ccccc2)C(=O)N1	30%	-10%	-3%	-26%	/	-1	/	1%	-3%
CCOC(=O)CC1C(=O)NCCN1c1nc2c(C)cccn2c(=O)c1/C=C1\SC(=S)N(C(C)CC)C1=O (stereo unspecified)	-16%	1%	67%[activator]	-31%	?	0	?	?	6%

# Bioassay records: PubChem BioAssay, National Center for Advancing Translational Sciences (NCATS)
